Akt phos inh – Akt phosphorylation inhibition; Neuro2A IGF-stimulated pAkt S473 HTRF, 20 min; stronger effect = lower value; activity change, % for hits at 50 µM; actives 0.32% (n = 360,000); AID 651550; in the data active = activity change below about -80%; inconclusive = mostly about -51% to -80%; also: % is scaled to controls: 0 for no effect and ±100 for the full control effect
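Neuro2A cells (4,500/well, DMEM with 0.5% FBS) were treated with compound at a single 50 µM final concentration, stimulated with 6 nM IGF for 20 min at 37 °C, and lysed. Phospho-Akt Ser473 was read by HTRF as 665/615 ratio ×10^4.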
Mm-Cpn inhibitor – blocks the Methanococcus maripaludis chaperonin Mm-Cpn; purified Mm-Cpn ATPase, ADP Transcreener TR-FRET; actives 0.031% (n = 330,000); Potency, µM (titrated, usually from 76.9 µM), for the others: at the top dose activity, negative = inhibition, usual class: inhibitors; also: potency is read from the fitted curve at half-maximal effect; % is scaled to controls: 0 for no effect and ±100 for the full control effect; nearly all actives have a fitted effect of over 80% in size
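Quantitative HTS used 25 nM Mm-CPN and 10 uM ATP in magnesium/KCl Tris buffer, pH 7.4, with 1 mM DTT. Hydrolysis ran 30 min at 37°C; ADP was read by HTRF.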
HepG2 viability – kills HepG2 cells in TGF-b inhibitor counter-screen. HepG2 CAGA-GFP viability, ATP luminescence, 18 h. Potency, µM (highest dose often 46.1 µM), for inactives: at the highest dose activity change, negative = cytotoxicity, most hits filed as cytotoxic. actives 0.76% (n = 410,000). AID 588856; also: potency is read from the fitted curve at half-maximal effect; some results filed as inactive show a strong effect at the top dose
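HepG2 CAGA-GFP cells (1000/well, DMEM with 1% FBS) received compound, then TGF-beta at 500 pg/mL final, and were incubated 18 hours at 37 degrees C. Viability was read by CellTiter-Glo luminescence. Media-only wells were set as complete cell-killing and DMSO as no toxicity.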
Nrf2 ARE act – activators of Nrf2 (ARE) signaling; AREc32 ARE-luciferase reporter (MCF7-derived line), luminescence, 24 h; Potency, µM (doses to about 46.1 µM), inactives show at the top dose activation, hits mostly activators; actives 0.31% (n = 410,000); AID 624171; also: potency is read from the fitted curve at half-maximal effect; % of control where 0% means no effect; nearly all actives have a fitted effect of over 65% in size
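AREc32 cells carrying an ARE-driven firefly luciferase, 1000 cells/well in OPTI-MEM with 5% FBS, dosed after overnight attachment and incubated 24 hr at 37 deg C. Steady-Glo luminescence read after 30 min at RT.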
A549 viability – counter-screen for Nrf2 inhibitors: cytotoxicity in A549 cells. A549 ARE-Fluc cells, CellTiter-Fluor viability, 18-24 h. Potency, µM (top dose mostly 46 µM), inactives show at the top dose activity change, negative = cytotoxicity, hits mostly inhibitors. actives 0.16% (n = 390,000). AID 504648; also: potency is read from the fitted curve at half-maximal effect; % is scaled to controls: 0 for no effect and ±100 for the full control effect
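Cytotoxicity counterscreen: CellTiter-Fluor fluorescence was measured in A549 ARE_Fluc cells after 18-24 h of compound exposure in a concentration series. The subsequent BugLite luminescent read reports ARE-luciferase activity.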
TGFb inhibitor – TGF-b pathway inhibition. AID 588855. actives 1.2% (n = 410,000). HepG2 CAGA-GFP TGF-b/SMAD3 reporter, GFP fluorescence, 18 h; TGF-beta stimulated, 500 pg/mL final. Potency, µM (highest dose often 46.1 µM), without a hit: top-dose activity, negative = inhibition, most hits filed as inhibitors; also: potency is read from the fitted curve at half-maximal effect; % is scaled to controls: 0 for no effect and ±100 for the full control effect; nearly all actives have a fitted effect of over 65% in size
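Cell-based qHTS in HEPG2 carrying a CAGA-GFP Smad reporter; compounds added before 500 pg/mL final TGF-beta, 18 h incubation at 37 degrees C, GFP fluorescence quantified per cell by imaging cytometry.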
Abeta rescue – restores growth of yeast expressing A-beta42 peptide; Potency, µM (series often up to 46.1 µM), for the others: at the top dose growth rescue, actives largely listed as activators; AID 1347071; yeast expressing A-beta42, growth rescue, OD600, 48 h; response scale: 0% DMSO, 100% iron-clioquinol control; actives 0.063% (n = 410,000); also: potency is read from the fitted curve at half-maximal effect; nearly all actives have a fitted effect of over 55% in size
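Yeast growth medium received pinned compounds, then yeast cells expressing toxic A-beta were added; plates incubated at 30 C for 48 hr. Growth read as absorbance at 600 nm, normalized to DMSO and equimolar FeCl3 plus clioquinol controls.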
Nrf2 inh – blocks Nrf2 signaling; A549 ARE-Fluc reporter, luciferase luminescence, 18-24 h; Potency, µM (highest dose often 46 µM), inactives show at the highest dose activity change, negative = inhibition, usual class: inhibitors; actives 2.1% (n = 360,000); also: potency is read from the fitted curve at half-maximal effect; % is scaled to controls: 0 for no effect and ±100 for the full control effect; nearly all actives have a fitted effect of over 60% in size
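Reporter: ARE-Fluc in A549. Exposure: 18-24 h, 37 °C, 5% CO2, 5% FBS OPTI-MEM. Readouts: fluorescent cytotoxicity (CellTiter-Fluor), then luminescent Nrf2 signal after BugLite.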
CCT modulator – changes cytosolic chaperonin activity. activity change, % (test concentration not listed), hits read low. actives 0.3% (n = 360,000). purified chaperonin ATPase assay, HTRF ADP detection, 30 min. AID 651819; in the data active = activity change below about -30%; also: % is scaled to controls: 0 for no effect and ±100 for the full control effect
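We incubate TRiC, 40 or 20 nM final, with library compounds at 76 uM and 10 uM ATP for 30 min at 37 °C. ADP formed is detected with Transcreener HTRF reagents after 30 min at room temperature.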
* marks the source's active call; other numbers are inactive results; i = inactive; u = inconclusive; x = not tested or not shown; & = joins results of further samples; [ ] = another dose, or the depositor's remark. Unless noted, calls follow the shape of the dose curve; as a rule, active = well fitted curve in the direction sought with a large enough effect; inconclusive = small, poorly fitted or top-dose-only effect, or another doubt; inactive = no such curve, though single readings can be large; an effect the other way counts as inactive or inconclusive.

item | smiles | Akt phos inh | Mm-Cpn inhibitor | HepG2 viability | Nrf2 ARE act | A549 viability | TGFb inhibitor | Abeta rescue | Nrf2 inh | CCT modulator
1 | Cc1cc(C(=O)CSc2n[nH]c(N)n2)c(C)n1-c1ccccc1 | i | 0% | -19% | -0.5% | 9% | 6% | -8% | x | -1.9
2 | CNC(=S)Nn1cnc2ccccc21 | i | 2% | -1% | -0.3% | 1% | 2% | -7% | 4% | -0.3
3 | CC1=C(C(=O)O)N2C(=O)C(NC(=O)c3nn(C)c(C)c3Cl)C2SC1 (stereo unspecified) | i | 0% | -1% | 2.2% | -2% | -1% | 17% | 12% | 0.8
4 | O=c1c2c(nc3cc(-c4ccc(Br)cc4)[nH]n13)CCCC2 | i | 0% | -28% | 2.3% | 4% | -6% | -12% | u | 4.0
5 | CCN(CC(=O)NCc1cccs1)C(=O)/C=C/c1ccc(Cl)c(Cl)c1 | i | -1% | -13% | 3.4% | -2% | 0% | -6% | 14% | 1.9
6 | CSc1ccccc1NC(=O)Nc1ccc(Cl)cc1 | i | u | -34% | 5.0% | 23%[1.84 µM] | u | -49%[inhibitor] | 7.3µM* | 1.5
7 | O=C(/C=C/c1ccccc1)CC(O)(c1ccccc1)C(F)(F)F (stereo unspecified) | i | 0% | -79% | -2.8% | u | 11µM* | -55%[inhibitor] | u | 0.1
8 | CN(C(=O)COC(=O)c1ccccc1Cc1ccccc1)c1c(N)n(Cc2ccccc2)c(=O)[nH]c1=O | i | 1% | 17% | 0.1% | 1% | 2% | 14% | -18% | 3.2
9 | Nc1cccc(C(=O)OCC(=O)c2ccccc2)c1 | i | 1% | 1% | 0.3% | 1% | -1% | -15% | u | -1.0
10 | COc1ccc(-n2nnnc2/C=C\Nc2ccc(C)cc2)cc1 | i | -2% | -14% | 0.4% | 4% | 2% | 7% | 3% | -1.5
11 | CCOc1ccc(CNC(=O)c2sc3ncnc(N(C)C4CCCCC4)c3c2C)cc1 | x | x | -8% | 0.1% | -6% | u | -13% | x | x
12 | COc1ccc(C(CC(=O)N2CCCC(C)C2)c2c(O)cc(OC)cc2OC)cc1 (stereo unspecified) | i | -3% | 1%&-51% | -0.5% | -13%&1% | 0%&-5% | 2% | 11%&17% | 0.4
13 | CS(=O)(=O)N(CCc1ccccc1)CC(=O)N1CCCC1 | i | 2% | -21% | 0.8% | 1% | 2% | 6% | -29% | 1.2
14 | CC(=O)Nc1cc(-c2ccccc2N(C)C)cn2c(-c3ccccc3)cnc12 | i | x | -26% | 12% | x | -24% | -6% | x | -1.7
15 | O=C(Nc1cccc(C(F)(F)F)c1)c1cc2nc(-c3ccc4c(c3)OCO4)cc(C(F)(F)F)n2n1 | x | x | 6% | -1.2% | -4% | 2% | 6% | 3% | x
16 | Clc1cccc(Nc2ncnc3c2cnn3-c2ccccc2)c1 | i | -11% | -50% | -0.8% | 2% | u | 10% | 10% | -0.7
17 | COc1ccc(S(=O)(=O)NCC2CCCN(C(=O)c3occc3C)C2)cc1 (stereo unspecified) | i | 5% | 4% | -0.2% | 0% | 6% | -12% | 10% | 0.2
18 | Cc1ccc(Br)cc1S(=O)(=O)Nc1cccnc1 | i | 1% | 14% | 2.3% | 3% | 30% | 4% | 5% | -3.2
19 | CCOc1ccc(NC(=O)CN2C(=O)C(C)SC(C)C2=O)cc1 (stereo unspecified) | i | 0% | 11% | -0.5% | 0% | -3% | -11% | 10% | -2.1
20 | COc1ccc(NC(=O)COC(=O)C2C3CC4OC(=O)C2C4C3)cc1 (stereo unspecified) | i | -2% | 8% | -0.5% | 1% | -2% | 3% | 8% | -1.6
21 | O=C(NCCc1ccc(Cl)cc1)c1ccc(S(=O)(=O)N2CCCC2)cc1 | i | -2% | -1% | -0.3% | 14% | -19% | 8% | -15% | 1.4
22 | O=C1N[C@H](Cc2c[nH]c3ccccc23)COC(=O)[C@H](Cc2ccc(F)cc2)C/C=C\C[C@H]1CC(=O)N(CCO)Cc1ccccc1 | i | 1% | -23% | -0.4% | -11% | u | 7% | -16% | 2.0
23 | COc1cc(/C=C/C(=O)OCc2cn3cc(Cl)ccc3n2)ccc1O | i | 0% | -12% | 2.8% | 0% | -15% | 16% | -7% | 0.2
24 | Cc1ccc(N=C2NC(=O)CC(C(=O)Nc3cc(C(F)(F)F)ccc3Cl)S2)cc1 (stereo unspecified) | x | x | -41% | 0.3% | -5% | 0% | -2% | 5% | x
25 | COc1ccccc1CC(=O)c1ccc(OCc2ccccc2)cc1 | i | 1% | -29% | -0.5% | 12% | u | 1% | 7% | -0.5
26 | CN(C)S(=O)(=O)Oc1ccc(C(=O)Nc2cccc(C(F)(F)F)c2)cc1 | i | 2% | -21% | -0.4% | u | u | 2% | 23µM* | -1.6
27 | COc1cc(F)cc(-c2ccc3c(c2)c(-c2cccs2)c(-c2cc(OC)cc(OC)c2)n3C)c1 | i | 22µM* | 5% | 0.1% | 0% | 0% | -3% | 9% | 1.2
28 | Cc1ccccc1CN1CCC(n2nccc2NC(=O)c2ccc3c(c2)OCO3)CC1 | i | 1% | -5% | -0.4% | -6% | 3% | -5% | 11% | -0.7
29 | Cc1cc2c(cc1S(=O)(=O)CCC(=O)N1CC(C)CC(C)C1)OCC(=O)N2 (stereo unspecified) | i | 0% | -13% | -0.8% | 4% | -2% | 0% | -18% | -0.6
30 | Cn1/c(=N/N=C/c2ccccn2)sc2ccccc21 | i | -2% | -3% | 12% | -11% | 10% | 3% | u | -4.7
31 | O=C(COc1ccccc1C(=O)Nc1ccccc1)c1ccc(Br)cc1 | i | 1% | 14% | -0.5% | u | 0% | -15% | 21µM* | 0.8
32 | O=C(Nc1cc(=O)[nH]c2nc(-c3ccccc3)nn12)c1ccccc1Cl | i | 1% | -3% | 22% | 1% | 9% | 2% | u | -2.5
33 | C(/C=C/c1ccccc1)=N/N1CCN(c2ccccc2)CC1 | i | 3% | -3% | 0.1% | -22% | 0% | 0% | 10% | -1.7
34 | CC(C)(C)NC(=O)C(c1cccs1)N(Cc1ccco1)C(=O)c1csnn1 (stereo unspecified) | i | 0% | -8% | 4.2% | -2% | 15% | 3% | -24% | -0.7
35 | CN1CCN(CCCCOc2ccccc2-c2ccccc2)CC1 | i | -5% | -13% | 0.3% | -2% | -10% | 29% | -7% | 1.9
36 | N=C1C(c2nc3ccccc3s2)=C(O)CN1Cc1ccco1 | i | 0% | -17% | 7.7% | -9%[1.84 µM] | -15% | 9% | u | 2.6
37 | CCOC(=O)N1CCC(NC(=O)C2CCN(c3nc(-c4ccc(OC)cc4)no3)CC2)CC1 | u | -1% | -3% | 0.4% | 7% | -12% | -4% | 8% | -0.7
38 | N#Cc1ccc(N2C(=O)[C@@H]3C(C(=O)c4cnccn4)=NN[C@@H]3C2=O)cc1 | i | -2% | -11% | 2.9% | 1% | 6% | -17% | 6% | 2.5
39 | CC(Sc1nnc(C2CC2)n1C1CC1)C(=O)Nc1ccccc1C#N (stereo unspecified) | i | -1% | 8% | 0.4% | 0% | -14% | 0% | 3% | -4.1
40 | Cc1ccc(/C=N/NC(=O)C(C)Oc2ccccc2[N+](=O)[O-])s1 (stereo unspecified) | i | 3% | 9% | 2.8% | -5% | -9% | -1% | -1% | -2.5
41 | CC(Oc1ccccc1)C(=O)N1CCN(S(=O)(=O)c2ccc(OC(F)(F)F)cc2)CC1 (stereo unspecified) | i | x | -2% | -0.5% | x | 4% | 14% | x | 1.7

In the list so far, 5 contain a thiophene ring, fused or not.
item | smiles | Akt phos inh | Mm-Cpn inhibitor | HepG2 viability | Nrf2 ARE act | A549 viability | TGFb inhibitor | Abeta rescue | Nrf2 inh | CCT modulator
5 | CCN(CC(=O)NCc1cccs1)C(=O)/C=C/c1ccc(Cl)c(Cl)c1 | i | -1% | -13% | 3.4% | -2% | 0% | -6% | 14% | 1.9
11 | CCOc1ccc(CNC(=O)c2sc3ncnc(N(C)C4CCCCC4)c3c2C)cc1 | x | x | -8% | 0.1% | -6% | u | -13% | x | x
27 | COc1cc(F)cc(-c2ccc3c(c2)c(-c2cccs2)c(-c2cc(OC)cc(OC)c2)n3C)c1 | i | 22µM* | 5% | 0.1% | 0% | 0% | -3% | 9% | 1.2
34 | CC(C)(C)NC(=O)C(c1cccs1)N(Cc1ccco1)C(=O)c1csnn1 (stereo unspecified) | i | 0% | -8% | 4.2% | -2% | 15% | 3% | -24% | -0.7
40 | Cc1ccc(/C=N/NC(=O)C(C)Oc2ccccc2[N+](=O)[O-])s1 (stereo unspecified) | i | 3% | 9% | 2.8% | -5% | -9% | -1% | -1% | -2.5
